Compound activity (PubChem BioAssay)
HBB splice mod – modulators of hemoglobin beta chain splicing | HBB splicing reporter cell assay, activation; EGFP reporter with mutant IVS2-654 intron; response scale: normalised to 500 nM splice-correcting PNA | Potency, µM (top dose mostly 46.1 µM), without a hit: at the highest dose activation, hits mostly activators | 0.06% of 65,000 active; also: potency is read from the fitted curve at half-maximal effect; 0% is about no effect
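HeLa cells stably expressing EGFP interrupted by mutant beta-globin intron 2 (IVS2-654), 500/well in 2% FCS. Treated with compound for 2 days at 37C. Splicing correction scored as total well GFP intensity (488 nm excitation, 500-520 nm emission); 500 nM antisense PNA served as control.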
Epigenetic mod – derepresses silenced GFP locus in mouse C127i cells; Potency, µM (highest dose often 46.1 µM), inactives show at the top dose GFP derepression (activation); 0.09% of 68,000 active; mouse C127i GFP locus derepression, cytometry, 30 h; also: % of control where 0% means no effect
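Locus derepression in mouse mammary C127i cells whose integrated CMV-GFP reporter is normally silent; GFP expression after 30 h compound treatment was quantified by counting fluorescent cells.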
4-MU autofl – compounds fluorescent in 4-MU spectral region | max dye-equivalent concentration, M | compound autofluorescence, 340/450 nm, 4-MU equivalents; hits give high values | AID 589 | 11% of 59,000 active; in the data active = max dye-equivalent concentration above about 10 nM; inconclusive = mostly about 1.1 nM to 9.6 nM
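Compounds in 100 mM Tris, pH 8.0, sat 15 min at room temperature before fluorescence was read at 340 nm excitation/450 nm emission; a per-plate six-point 4-MU standard curve converted signals to dye-equivalent concentration at each compound concentration.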
UbGFP stabilizer – proteasome inhibitors stabilizing ubiquitin-GFP reporter; Ubiquitin-GFP reporter cells, proteasome inhibition, GFP fluorescence; response scale: untreated = 0%, 10 µM MG-132 = 100%; Potency, µM (titrated, usually from 45.9 µM), inactives show top-dose activation (GFP accumulation), actives largely listed as activators; 67,000 tested, under 10 active; AID 526; active = well fitted activation curve with a large enough effect, not every such curve was filed as active; inconclusive = small, poorly fitted or top-dose-only effect, or another doubt; inactive = no such curve, though single readings can be large or run the other way; also: potency is read from the fitted curve at half-maximal effect
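Proteasome block read as GFP accumulation: ubiquitin(G76V)-GFP U2OS cells exposed to compound (2.9 nM–46 uM) for 4 hr at 37 C. Normalization used untreated cells as 0% and 10 uM MG-132 as 100%; concentration-response curves fitted.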
HADH2 inhib – HADH2 (human) dehydrogenase inhibition; Q99714; recombinant HADH2, NADH fluorescence, beta-hydroxybutyryl-CoA; 3.4% of 73,000 active; Potency, µM (top dose mostly 57.1 µM), without a hit: at the top dose activity change, negative = inhibition, usual class: inhibitors; AID 886; also: potency is read from the fitted curve at half-maximal effect; % is scaled to controls: 0 for no effect and ±100 for the full control effect; nearly all actives have a fitted effect of over 60% in size; many of its hits are not listed in these tables
Target sequence (Q99714 whole entry, looked up, one chain of several): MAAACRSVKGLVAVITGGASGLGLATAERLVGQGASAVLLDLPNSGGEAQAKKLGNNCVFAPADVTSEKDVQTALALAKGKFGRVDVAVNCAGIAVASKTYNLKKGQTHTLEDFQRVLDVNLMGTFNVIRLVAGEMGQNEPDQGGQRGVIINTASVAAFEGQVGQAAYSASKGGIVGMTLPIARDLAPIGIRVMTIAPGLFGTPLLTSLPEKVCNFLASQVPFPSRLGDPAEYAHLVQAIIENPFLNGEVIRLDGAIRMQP
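Read-out: 360 nm excitation, 450 nm emission, kinetic over 4 min. Conditions: His-tagged human HADH2 20 nM, pH 9.0 Tris with Tween-20, 1 mM NAD+, 90 uM beta-hydroxybutyryl-CoA.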
15-hLO inh – inhibitors of human 15-lipoxygenase (ALOX15) | purified 15hLO-1, xylenol orange hydroperoxide absorbance | P16050 | 1.4% of 74,000 active | Potency, µM (titrated, usually from 57.1 µM), inactives show at the highest dose activity change, negative = inhibition, usual class: inhibitors; also: potency is read from the fitted curve at half-maximal effect; % is scaled to controls: 0 for no effect and ±100 for the full control effect; nearly all actives have a fitted effect of over 55% in size
Target sequence (P16050 whole entry, looked up): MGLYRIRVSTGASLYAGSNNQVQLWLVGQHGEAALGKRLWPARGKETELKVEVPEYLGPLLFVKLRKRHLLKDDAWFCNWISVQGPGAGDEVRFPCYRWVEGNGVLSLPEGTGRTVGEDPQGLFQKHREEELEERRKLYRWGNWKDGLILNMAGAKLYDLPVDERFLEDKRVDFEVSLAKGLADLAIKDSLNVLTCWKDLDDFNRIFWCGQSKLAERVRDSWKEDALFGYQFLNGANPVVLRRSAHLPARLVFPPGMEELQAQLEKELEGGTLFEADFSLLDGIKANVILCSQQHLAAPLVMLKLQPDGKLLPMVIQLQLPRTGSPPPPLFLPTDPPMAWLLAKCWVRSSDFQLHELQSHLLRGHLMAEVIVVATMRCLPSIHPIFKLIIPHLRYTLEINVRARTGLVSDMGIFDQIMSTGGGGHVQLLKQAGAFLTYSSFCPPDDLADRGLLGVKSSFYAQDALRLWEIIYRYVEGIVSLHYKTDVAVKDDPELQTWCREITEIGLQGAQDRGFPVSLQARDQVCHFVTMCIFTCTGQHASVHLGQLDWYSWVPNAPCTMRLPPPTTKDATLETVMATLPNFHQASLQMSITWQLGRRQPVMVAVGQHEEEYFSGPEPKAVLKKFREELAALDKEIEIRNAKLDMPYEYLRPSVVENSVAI
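Inhibition is scored from a chromogenic endpoint. After 15 min enzyme-compound contact, arachidonic acid (50 uM final) reacts 6 min with 40 nM 15hLO-1 at room temperature, then Fe-XO reagent is added for 30 min and absorbance ratio recorded.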
Rhodamine fluor – compound fluoresces in the rhodamine spectral region; Rhodamine-region fluorescence, 547/598 nm, Tris buffer; hits give high values; max dye-equivalent concentration, M; 0.05% of 59,000 active; in the data active = max dye-equivalent concentration above about 11 nM; inconclusive = between about 1.1 nM and that limit
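Intensities are converted to rhodamine-equivalent concentration using a six-point rhodamine standard on each plate. Compounds sit 15 min at room temperature in 100 mM Tris buffer, pH 8.0; read uses the 547/598 nm excitation/emission pair.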
TexasRed autofl – compounds fluorescent in Texas Red spectral region | Compound fluorescence, Texas Red channel, 547/618 nm; hits give high values | max dye-equivalent concentration, M | 0.06% of 59,000 active | AID 587; in the data active = max dye-equivalent concentration above about 10 nM; inconclusive = between about 1.1 nM and that limit
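Spectral interference profiling: each compound concentration's relative fluorescence, read with a 547 nm excitation and 618 nm emission filter pair, was normalized to a per-plate Texas Red standard curve.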
Fluorescein autfl – compound autofluorescence in fluorescein spectral region | Compound autofluorescence, 480/540 nm, fluorescein-equivalent; hits give high values | max fluorescein-equivalent concentration, M | 0.91% of 59,000 active; in the data active = max fluorescein-equivalent concentration above about 10 nM; inconclusive = between about 1.1 nM and that limit
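Tris 100 mM pH 8.0; 15 min RT; CCD read, ex 480/em 540 nm. Output: fluorescein-equivalent concentration per compound concentration, from six-point dye series on each plate.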
Hsp90 Hop PPI – changes Hsp90-Hop TPR2A binding signal, up or down | AlphaScreen TPR2A-His6 binding biotin-Hsp90 C-terminal peptide | Potency, µM (highest dose often 57 µM), inactives show at the top dose activity change, negative = inhibition | 0.44% of 71,000 active | AID 595; active = well fitted curve in either direction with a large enough effect; inconclusive = small, poorly fitted or top-dose-only effect, or another doubt; also: potency is read from the fitted curve at half-maximal effect; % is scaled to controls: 0 for no effect and ±100 for the full control effect; many of its hits are not listed in these tables
DNA Pol III inh – blocks replication by bacterial DNA polymerase III holoenzyme. reconstituted DNA polymerase III holoenzyme replication, biochemical. Potency, µM (highest dose often 57.1 µM), without a hit: at the top dose activity change, negative = inhibition. 0.25% of 71,000 active. AID 603; also: potency is read from the fitted curve at half-maximal effect; % is scaled to controls: 0 for no effect and ±100 for the full control effect
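Reconstituted *E. coli* holoenzyme (0.35 nM Pol III, 1 nM beta, 154 nM SSB, 2 nM primase) was preincubated with compound for 15 min at RT. Synthesis on 1.4 nM ssM13Gori ran 35 min, then was stopped with PicoGreen/EDTA and read as dsDNA fluorescence.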
An asterisk follows results filed as active; i = inactive; ? = inconclusive; nt = not tested or not shown; & = joins results of further samples; [ ] = dose if it differs, or a comment. Unless noted, calls follow the shape of the dose curve; as a rule, active = well fitted curve in the direction sought with a large enough effect; inconclusive = small, poorly fitted or top-dose-only effect, or another doubt; inactive = no such curve, though single readings can be large; an effect the other way counts as inactive or inconclusive. These rows are one share of the data; rates above refer to the full screens.

Structure | HBB splice mod | Epigenetic mod | 4-MU autofl | UbGFP stabilizer | HADH2 inhib | 15-hLO inh | Rhodamine fluor | TexasRed autofl | Fluorescein autfl | Hsp90 Hop PPI | DNA Pol III inh
Cc1cc(-n2c(C)cc(C(=O)CN3C(=O)NC4(CCCCCC4)C3=O)c2C)no1 | -0.2%[57.5 µM] | 2% | ? | -3% | 12% | -28% | i | i | i | -6% | ?
Nc1ncnc2c1nc(Br)n2[C@H]1O[C@H]2COP(=O)(O)O[C@H]2[C@@H]1O | nt | -1% | nt | 3% | -12% | ? | nt | nt | nt | -1% | -4%
CC(C)[C@H](NC(=O)OC(C)(C)C)c1nnc(SCC(=O)Nc2ccc(Br)cc2)o1 | 2.6%[0.369 µM] | 2% | i | nt | -7% | -13% | i | i | i | 0% | -5%
CC1=C(C(=O)Nc2ccccc2)C(c2cccs2)C(C#N)=C(SCC#N)N1 (stereo unspecified) | -0.3% | 1% | i | 1% | 0% | ? | i | i | ? | -28% | -1%
COc1ccc(S(=O)(=O)NCCOc2ccccc2)cc1OC | -1.7% | 0% | i | 9% | 18% | -1% | i | i | i | -1% | 0%
COc1cc(NC(=O)C2CCC(CNc3c(N4CCCCC4)c(=O)c3=O)CC2)cc(OC)c1 (stereo unspecified) | -0.4% | nt | nt | -4% | 11% | -8% | nt | nt | nt | -5%[2.3 µM] | 2%
CCOC(=O)C1CCCN(S(=O)(=O)c2ccc(Br)s2)C1 (stereo unspecified) | 2.8% | 6% | i | -3% | -2% | 2% | i | i | i | 7% | -8%
CC(NC(=O)COc1cc(=O)n(C)c2ccccc12)c1ccc2c(c1)OCCO2 (stereo unspecified) | 2.5% | 0% | i | 11% | -2% | 2% | i | i | i | 1% | -3%
O=C(CNC(=O)c1ccco1)NCC(=O)OCc1cccc(C(=O)Oc2ccccc2)c1 | -0.7% | 3% | i | 6% | 9% | 1% | i | i | i | -5% | -1%
Cc1ccc(-n2c(CNc3ccc(F)cc3)nnc2SCC(=O)NCc2ccco2)cc1 | -0.1%[57.5 µM] | -2% | i | -1% | 7% | -7% | i | i | i | -7% | -3%
Nn1c(-c2ccco2)n[nH]c1=S | -0.9%[0.369 µM] | 0% | ? | nt | 25µM* | -23% | i | ? | ? | 0% | -10%
O=C1CCCC2=C1C(c1cn(-c3ccccc3)nc1-c1cccs1)c1c([nH]c(=O)[nH]c1=O)N2 (stereo unspecified) | 0.9%[57.5 µM] | 1% | ? | 1% | 12% | -26% | i | i | i | -5% | -2%
Cc1noc(C)c1-c1nc(Nc2ccccc2)c2ccccc2n1 | -0.2% | -3%[9.22 µM] | ? | -4% | ? | ? | i | i | i | 5% | -8%
CCOc1ccc(-n2c(Cc3cc(=O)[nH]c(=O)[nH]3)nnc2SCc2cccnc2)cc1 | 0.8% | nt | nt | 2% | -4% | 6% | nt | nt | nt | -1%[2.3 µM] | -3%
CC12CN3CC(C)(CN(C1)C3c1cc(Br)ccc1O)C2=O (stereo unspecified) | -0.4%[9.22 µM] | -2% | nt | -4% | -4% | 4% | nt | nt | nt | -3% | -7%
CCCCn1nc(C(=O)O)ccc1=O | -0.3%[57.5 µM] | 1% | i | -6% | 4% | 2% | i | i | i | 2% | -7%
O=C(Nc1ccccc1)N1CCn2c(nc3ccccc32)C1 | 1.4%[0.369 µM] | 0% | i | nt | -1% | 1% | i | i | i | 0% | -6%
CCN(C(=O)COC(=O)c1cc(C)n(-c2ccc(F)cc2)c1C)C1CCS(=O)(=O)C1 (stereo unspecified) | -0.5%[57.5 µM] | -3% | i | 0% | -6% | 2% | i | ? | i | -7% | 8%
CN(C)c1ccc(C=NCC2(O)CCOC(C)(C)C2)cc1 (stereo unspecified) | nt | 4%[20.6 µM] | i | nt | nt | nt | i | i | i | nt | nt
CCOc1ccc(N2C(=O)CSC2c2ccncc2)cc1 (stereo unspecified) | -0.2% | -3% | i | -7% | 14% | 8% | i | i | i | 0% | 4%
COc1cc(Cl)c(S(=O)(=O)NCc2cccnc2)cc1Cl | -1.8% | -3% | nt | 0% | -5% | -2% | nt | nt | nt | 1% | 0%
Cc1cc(NC(=O)c2noc3c2CCc2ccccc2-3)n(-c2ccccc2)n1 | -0.2% | nt | nt | -11% | -16% | 1% | nt | nt | nt | -3%[2.3 µM] | -6%
CCOC(=O)c1[nH]c(C)c(C(=O)Nc2ccc(Cl)cc2)c1C | 0.0% | -2% | nt | 2% | 21% | -1% | nt | nt | nt | 0% | -1%
O=C(NCc1ccco1)Nc1cccs1 | -0.2% | -2% | i | 0% | ? | ? | i | i | ? | -1% | 1%
CCCCCCCCCCCCCCCC(=O)NCCO | 0.6% | 0%&-2% | i | 3%&-2% | 8%&-9% | -5%[25.6 µM] | i | i | ? | -5%&-1% | -8%&-7%
C[C@@H](NC(=O)/C(C#N)=C/c1ccc(O)c(O)c1)c1ccccc1 | nt | 1% | nt | -4% | 25µM* | ? | nt | nt | nt | -16% | -4%
CCOc1cc(C2Nc3ccccc3C(=O)N2c2ccccc2)ccc1O (stereo unspecified) | 1.7% | 0% | 2.3e-07M* | 0% | -2% | -2% | i | i | i | 0% | -2%
O=C(Cc1cn2ccsc2n1)Nc1nc2c(s1)CN(Cc1ccccc1)CC2 | 0.9%[0.369 µM] | -2% | 1.7e-08M* | nt | -5% | 3% | i | i | i | ? | -3%
CC(=O)Nc1ccc(-c2cn3ccsc3n2)cc1 | 0.8% | -4% | i | -4% | -1% | 1% | i | ? | i | -7% | -3%
O=C(CSc1nc2ccccc2o1)N1CCN(c2ccccc2)CC1 | 0.9% | 3% | i | -3% | 1% | -22% | i | i | ? | 2% | -3%
C=CCSc1ncccc1C(=O)NCc1ccccc1 | 0.7%[57.5 µM] | 4% | i | -3% | -1% | -11% | i | i | i | -2% | -1%
CCC(C)OC(=O)C1=C(C)NC2=C(C(=O)C(C(=O)OC)C(C)C2)C1c1ccc(N(C)C)cc1 (stereo unspecified) | -1.3% | 0% | ? | 11% | 5% | -15% | i | i | i | -19% | 1%

Of the compounds above, these contain fluorine.
Structure | HBB splice mod | Epigenetic mod | 4-MU autofl | UbGFP stabilizer | HADH2 inhib | 15-hLO inh | Rhodamine fluor | TexasRed autofl | Fluorescein autfl | Hsp90 Hop PPI | DNA Pol III inh
Cc1ccc(-n2c(CNc3ccc(F)cc3)nnc2SCC(=O)NCc2ccco2)cc1 | -0.1%[57.5 µM] | -2% | i | -1% | 7% | -7% | i | i | i | -7% | -3%
CCN(C(=O)COC(=O)c1cc(C)n(-c2ccc(F)cc2)c1C)C1CCS(=O)(=O)C1 (stereo unspecified) | -0.5%[57.5 µM] | -3% | i | 0% | -6% | 2% | i | ? | i | -7% | 8%

Remaining list, next part.
Structure | HBB splice mod | Epigenetic mod | 4-MU autofl | UbGFP stabilizer | HADH2 inhib | 15-hLO inh | Rhodamine fluor | TexasRed autofl | Fluorescein autfl | Hsp90 Hop PPI | DNA Pol III inh
Cc1csc(NC(=O)CSc2nncn2C)n1 | -1.6% | 0% | ? | 3% | ? | 4% | i | ? | i | -7% | 1%
Cc1ccc(-n2nnnc2SCC(=O)c2cc(C)n(-c3cc(C)on3)c2C)cc1 | -0.3%[57.5 µM] | -4% | i | 7% | 30% | -5% | i | i | ? | 0% | -8%
CN(C)c1ncc2nc(-c3ccc(F)cc3)c(=O)n(CCC#N)c2n1 | -1.8% | -3%[9.22 µM] | 3.9e-08M* | 5% | -2% | -3% | i | i | i | -3% | -18%
COC(=O)COc1cccc(NS(=O)(=O)c2ccc(NC(C)=O)cc2)c1 | 5.8% | 6% | i | 4% | -9% | 0% | i | i | i | 0% | -3%
O=C1C(Cl)=C(NC2CCc3ccccc32)C(=O)c2ncccc21 (stereo unspecified) | -0.9% | nt | nt | nt | -27% | -17% | nt | nt | nt | ? | -6%
Cc1noc(C)c1-c1cncnc1-n1ccnc1 | -1.0% | 2%[9.22 µM] | i | -2% | -5% | 0% | i | i | ? | -4% | -12%
COc1cccc(-c2nnc(SCc3cccnc3)o2)c1 | nt | 1% | i | 1% | 8% | 12% | i | i | i | 4% | -6%
COc1ccc(C2C(C(=O)c3cccs3)=C(O)C(=O)N2c2nnc(C)s2)cc1OC (stereo unspecified) | -1.4%[0.0738 µM] | -2% | nt | 19%[9.17 µM] | -14%[11.4 µM] | 37%[activator][11.4 µM] | nt | nt | nt | -3%[11 µM] | -1%[11.4 µM]
CCn1c(SCC(=O)N2CCOCC2)nnc1-c1cccs1 | -0.3%[57.5 µM] | -2% | i | -5% | 1% | 13% | i | ? | i | -4% | -7%
COc1cccc(C2c3c(oc4ccccc4c3=O)C(=O)N2CCCN2CCOCC2)c1OC (stereo unspecified) | 2.7%[57.5 µM] | -2% | i | -6% | 1% | 1% | i | ? | i | 1% | -1%
